# Screening data: PubChem BioAssay, Broad Institute
# CASP6 VEID inh: inhibitors of human caspase-6 | purified caspase-6, Z-VEID-R110 cleavage fluorescence | inhibition, % at 12.5 µM | 0.53% of 350,000 active | AID 686996;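 active = mean inhibition across replicates at least about 35%, with every replicate also reaching that limit, limit read from the data; inconclusive = only one of the two criteria met; inactive = neither criterion met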;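 note: 0% = median of neutral control wells and 100% = no fluorescence left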
# Target sequence (P55212 24-179 limits assumed): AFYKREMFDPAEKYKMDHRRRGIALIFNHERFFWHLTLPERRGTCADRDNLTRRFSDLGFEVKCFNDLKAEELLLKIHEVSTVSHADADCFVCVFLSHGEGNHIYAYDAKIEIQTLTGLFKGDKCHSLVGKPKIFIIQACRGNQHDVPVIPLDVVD
# Target sequence (P55212 194-293 limits assumed): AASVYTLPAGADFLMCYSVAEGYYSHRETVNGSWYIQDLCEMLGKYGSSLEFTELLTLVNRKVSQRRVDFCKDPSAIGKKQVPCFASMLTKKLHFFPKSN
# XiGFP reactiv: X-chromosome reactivation activator; XiGFP mouse fibroblasts, % GFP-positive cells imaging, 3 d; cells co-treated with 5-aza-dC sensitizer; scaled so ellipticine positive control = 100%; activation, % at 7.58 µM; 0.055% of 360,000 active; AID 743238;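 active = mean normalized replicate activation at least 10% and every replicate at or above 10%; inconclusive = only one of the two criteria met; inactive = mean below 10% and not all replicates reach 10%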;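 note: 0% = median of on-plate neutral control wells and 100% = ellipticine 6 µM median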
#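 material = 68-5-11 XiGFP fibroblast line | medium = DMEM plus 5-aza-dC sensitizer | schedule = 3 days compound exposure | benchmarks = positive control ellipticine, 6 µM final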
# F508del corr: correctors of CFTR F508del function in bronchial epithelial cells; AID 720511; CFBE cells, YFP halide quenching; stimulated with forskolin plus potentiator P3; % fluorescence drop versus neutral controls; activity (quench increase), % at 7.58 µM; 0.36% of 350,000 active;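 active = mean added fluorescence quench of at least 8% versus neutral control, with both replicates also reaching 8%; inconclusive = only one of the mean or replicate conditions met; inactive = mean below 8% and not both replicates reaching 8%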;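 note: cells transiently co-express mutant CFTR-F508del with the halide-sensitive YFP; corrector assay measuring rescue of mutant channel to the surface after 24 h compound exposure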
# E-sel inducer: induces E-selectin expression in human endothelial cells | 0.37% of 260,000 active | activation, % at 7.58 µM | HUVEC E-selectin immunofluorescence imaging; normalized: neutral wells 0, TNF-alpha wells 100;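 active = mean E-selectin-positive cell signal at least 10% of the positive control, reached in at least 60% of replicates, without over 20% cell loss; inconclusive = no rule given, readout overlaps actives, possibly toxicity-flagged; inactive = the rest, including those meeting only one limit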;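 note: in these data hits start at about 27%; measured in HUVEC primary endothelial cells; signal is the percent of cells scored E-selectin positive by PE staining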
#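 Assay system: HUVEC primary endothelial cells. Input: 3,000 HUVEC seeded per well. Doses: one compound dose added by pin transfer. Read-out basis: % PE-positive cells. Benchmarks: TNF-alpha high, DMSO low. Detection: immunofluorescence imaging. Buffer or medium: EGM-2, gelatin.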
# INS-1E GSIS act: primary screen for activators of insulin secretion dependent on glucose, INS-1E cells, GLuc reporter luminescence; INS-1E GLuc reporter insulin secretion, 2-3 h; AID 743287; activation, % at 16.6 µM; 0.61% of 370,000 active;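 active = lowest replicate activation of at least 40%, so every replicate reaches that level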;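 note: 0% = median of neutral control wells and 100% = median of IBMX positive control wells; some compounds called inactive have numbers as strong as hits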
# RAD52 inh: inhibitors of human RAD52 DNA annealing; P43351; recombinant RAD52 DNA annealing, FRET fluorescence; inhibition, % at 18.7 µM; 0.46% of 360,000 active; AID 651710;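 active = every replicate showing at least 50% inhibition; inconclusive = mean inhibition at least 50% but not in every replicate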
# RAD54 inh: RAD54 (human) branch migration inhibition | inhibition, % at 10.4 µM | Q92698 | 0.14% of 360,000 active | AID 602329 | RAD54 Holliday junction branch migration, FAM/BHQ fluorescence;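 active = mean normalized replicate activity at least 40 and at least half of replicates scoring 40 or more; inconclusive = only one of the two criteria met; inactive = mean below 40 and under half of replicates reaching 40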;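 note: 0% = median of neutral control wells and 100% = median of positive control wells; inhibitors cause a drop in the FAM fluorescence signal; in these data hits start at about 50%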
# Target sequence (Q92698 whole entry, looked up): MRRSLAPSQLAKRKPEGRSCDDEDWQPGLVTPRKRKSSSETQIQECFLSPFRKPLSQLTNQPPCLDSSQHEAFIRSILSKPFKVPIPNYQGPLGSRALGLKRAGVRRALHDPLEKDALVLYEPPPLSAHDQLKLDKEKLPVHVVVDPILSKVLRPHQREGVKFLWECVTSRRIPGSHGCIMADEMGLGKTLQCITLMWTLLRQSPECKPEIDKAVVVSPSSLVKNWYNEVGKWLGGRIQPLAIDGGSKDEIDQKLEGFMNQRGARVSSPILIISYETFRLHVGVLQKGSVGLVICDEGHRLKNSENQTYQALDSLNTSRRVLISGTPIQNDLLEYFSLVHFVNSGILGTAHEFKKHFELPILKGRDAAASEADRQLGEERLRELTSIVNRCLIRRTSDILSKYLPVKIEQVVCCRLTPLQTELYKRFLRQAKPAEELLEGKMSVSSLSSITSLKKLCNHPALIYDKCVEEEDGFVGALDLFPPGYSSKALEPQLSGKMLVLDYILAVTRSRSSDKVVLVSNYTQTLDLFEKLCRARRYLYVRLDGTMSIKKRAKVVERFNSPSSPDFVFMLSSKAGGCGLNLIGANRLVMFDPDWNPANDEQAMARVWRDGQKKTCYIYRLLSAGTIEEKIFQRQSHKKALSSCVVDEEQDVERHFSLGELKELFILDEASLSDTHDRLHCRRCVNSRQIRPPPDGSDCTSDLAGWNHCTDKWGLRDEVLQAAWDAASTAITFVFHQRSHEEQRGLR
# DENV2 CPE: DENV2-induced cell death inhibition; DENV2-infected cells, cytopathic effect rescue, plate reader; CPE inhibition, % at 9.99 µM; 1.7% of 350,000 active; AID 651640; in the data active = CPE inhibition above about 20%, passing the limit was not always enough; inconclusive = no clear call, values can overlap the other calls; tested in BHK-21 cells;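 note: 0% = median of neutral control wells and 100% = median of positive control wells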
# Starred values were filed as active, the others as inactive; u = inconclusive; x = no result given.
# Value order: RAD54 inh | XiGFP reactiv | CASP6 VEID inh | E-sel inducer | RAD52 inh | DENV2 CPE | F508del corr | INS-1E GSIS act
- Cc1ccc(C(C(=O)NCc2ccccc2)N(Cc2cccs2)C(=O)c2ccc3c(c2)OCCO3)cc1 (centres undefined)
  x | 0.1 | -1 | -0.2 | -18 | -4 | 5.2 | -16
- COc1ccc(C(=O)NCC(c2ccc3c(c2)OCO3)N2CCN(c3ccc(OC)cc3)CC2)cc1 (centres undefined)
  -6 | 0.0 | 0 | -0.2 | 1 | -1 | 0.0 | -15
- COc1ccc(CNC(=O)CCC(=O)Nc2nnc(CC(C)C)s2)cc1
  -8 | 0.2 | -1 | 0.0 | -13 | -2 | -0.2 | 3
- COc1ccccc1-c1nnc(SCC(=O)NCc2ccco2)n1N
  x | -0.2 | 1 | 0.3 | 7 | -2 | u | 12
- COc1ccc(S(=O)(=O)N(C)C[C@H]2OCCCC[C@H](C)Oc3ccc(NC(=O)NC(C)C)cc3C(=O)N([C@H](C)CO)C[C@H]2C)cc1
  2 | 0.2 | -2 | 0.1 | -9 | -4 | 1.4 | -5
- NS(=O)(=O)c1ccc2nc(NC(=O)C3CCCO3)sc2c1 (centres undefined)
  x | 0.1 | 4 | -0.2 | 0 | -7 | x | x
- COC(=O)C1=NN(C(=O)c2cccc(Br)c2)C(O)(c2ccc(Cl)cc2)C1 (centres undefined)
  -31 | 0.0 | 1 | x | -40 | 4 | -0.5 | -9
- O=C(c1ccc(CS(=O)(=O)Cc2ccccc2)cc1)N1CCCCC1
  -25 | 0.2 | -2 | -0.2 | -16 | -7 | 1.4 | 4
- O=C(NCc1ccc(F)cc1)Nc1nnc([C@H]2C[C@H](O)[C@@H](CO)O2)s1
  -3 | 0.1 | 3 | -0.1 | -4 | -9 | -0.2 | 0
- O=C(NCc1ccccc1CN1CCCC1)c1ccc(S(=O)(=O)Nc2ccccc2)cc1
  -5 | 0.0 | -4 | 5.8 | -9 | -6 | -0.7 | x
- COc1cc(/C=C/c2ccc3c([N+](=O)[O-])cccc3n2)ccc1OCC(=O)O
  -12 | 0.0 | 5 | x | -4 | -4 | 0.6 | 1
- CC(C)OC(=O)/C(C#N)=C/c1cn(Cc2ccccc2)c2ccccc12
  x | -0.1 | 3 | -0.1 | -33 | 3 | x | 7
- O=C(Oc1ccccc1C(=S)N1CCOCC1)c1cccc([N+](=O)[O-])c1
  8 | 0.0 | 0 | x | -14 | 0 | -1.6 | 3
- O=C(NCCCN1CCOCC1)c1ccc2c(c1)N(Cc1cccc(F)c1)C(=O)c1ccccc1S2
  4 | 0.0 | -2 | 0.0 | -23 | -2 | -1.0 | 1
- CCC(=O)Nc1ccc2c(c1)C(=O)N(C)C[C@@H](OC)[C@H](C)CN(C(=O)CC1CC1)[C@H](C)CO2
  -11 | 0.2 | x | 0.0 | -7 | 2 | 4.3 | 2
- CNC[C@@H]1Oc2cc(C#CCC3CCCC3)ccc2S(=O)(=O)N([C@@H](C)CO)C[C@@H]1C
  -4 | 0.1 | -6 | 0.9 | -55 | 9 | -2.3 | 10
- CCCn1c(N)c(N(CCOC)C(=O)CSc2cc(C)c3cccc(C)c3n2)c(=O)[nH]c1=O
  -4 | -0.1 | -6 | x | -8 | x | 2.1 | x
- Cc1ccc(C)c(OCc2cc(C(=O)NC(C)c3cnn(C)c3)no2)c1 (centres undefined)
  -5 | 0.0 | 0 | x | -10 | -6 | 0.3 | -5
- COc1ccccc1NC(=S)NCC1CCCO1 (centres undefined)
  -11 | 0.1 | -1 | -0.2 | -21 | 0 | -0.8 | -10
- COc1ccc(C)cc1NCc1ccc([N+](=O)[O-])cc1
  -5 | 0.0 | 2 | x | -7 | -2 | -0.5 | -7
- CS(=O)(=O)N(CC(=O)NCCSCc1ccccc1)c1ccc2c(c1)OCO2
  x | 0.0 | 2 | -0.5 | -19 | u | 0.2 | -2
- COc1ccc(C(CC(=O)Nc2ncccc2C)N2Cc3ccccc3C2=O)cc1OC (centres undefined)
  -4 | 0.1 | 0 | 0.4 | -24 | 3 | -1.4 | -5
- O=C(CCCn1c(=O)c2ccccc2n(CC(=O)N2CCN(c3ccccc3)CC2)c1=O)NCc1ccco1
  6 | x | 2 | 43* | -13 | -3 | 1.5 | 7
- CC(c1nnc(SCC(=O)N(C)C2CCS(=O)(=O)C2)n1-c1ccccc1)N(C)C (centres undefined)
  4 | 0.1 | 2 | x | 1 | 2 | 1.6 | 22
- Cc1ccc(C)c(S(=O)(=O)N2CCCOC2CNC(=O)C(=O)NCc2ccccn2)c1 (centres undefined)
  -13 | 0.0 | 2 | -0.1 | 2 | -1 | 2.3 | 12
- COc1ccc(S(=O)(=O)N2CCN(c3nc(C)cc(C)n3)CC2)cc1
  -15 | 0.2 | 0 | -0.3 | -6 | -1 | -0.6 | 1
- COc1ccccc1CCC(=O)OCC(=O)Nc1cccc(S(=O)(=O)N2CCOCC2)c1
  5 | 0.2 | -4 | x | -15 | -3 | -2.8 | -1
- C=CCc1c(C)nc2c(C(=O)O)cnn2c1C
  x | x | 2 | x | -4 | 3 | -0.9 | 11
- C[C@H](CO)N1C[C@H](C)[C@@H](CN(C)C(=O)Nc2cccc3ccccc23)Oc2ccc(NC(=O)Cn3cnnn3)cc2C1=O
  -6 | 0.1 | 6 | -6.5 | -4 | x | -1.0 | 32
- CCN(CC)C(=O)CSc1nsc(SCC(=O)N(CC)CC)c1C#N
  -2 | x | 0 | x | -2 | x | x | -2
- O=C(NCc1cccs1)C1CC(=O)N(C2CCCC2)C1 (centres undefined)
  -7 | x | -5 | x | 0 | x | x | 1
- COCC(C)n1c(C)cc(C(=O)COC(=O)CN=C2NS(=O)(=O)c3ccccc32)c1C (centres undefined)
  -6 | 0.1 | 0 | -1.4 | -10 | u | 0.6 | 18
- O=C(c1cc(=O)[nH]c2ccccc12)N1CCN(c2ccccc2)CC1
  2 | x | -2 | 8.5 | -2 | -2 | 1.5 | -4
- COc1ccc(S(=O)(=O)N(C)C[C@@H]2Oc3ccc(NC(=O)CCC(F)(F)F)cc3CC(=O)N([C@@H](C)CO)C[C@H]2C)cc1
  1 | 0.2 | 1 | -0.1 | 12 | 25* | -0.7 | -12
- C[C@@H]1CN([C@@H](C)CO)C(=O)c2c(c3ccccc3n2C)-c2ccccc2CO[C@@H]1CN(C)C(=O)c1cc(Cl)cc(Cl)c1
  x | -0.5 | -1 | -2.5 | 7 | 4 | 1.7 | -9
- O=[N+]([O-])c1cncc([N+](=O)[O-])c1Nc1cccc(O)c1
  5 | 0.0 | 5 | x | -6 | 2 | -0.1 | -6
- Cc1nn(CCCC(=O)NC2CCC(C)CC2)c(=O)c2nn(-c3ccccc3)c(C)c12 (centres undefined)
  9 | 0.1 | 2 | x | -14 | 6 | 1.0 | 1
- CCC(=O)c1ccc(N2CCN(C(=O)c3cccc(F)c3)CC2)c(F)c1
  x | 0.5 | -2 | x | -14 | 8 | 0.0 | -34
- COc1ccc(CCNC(=O)c2cc(S(=O)(=O)N(C)C)ccc2N2CCCC2)cc1
  9 | 0.5 | 0 | -0.2 | -8 | 3 | 2.3 | 8
- O=C(Cc1ccccc1)NN=Cc1ccccc1
  -1 | 0.1 | 1 | 7.5 | -8 | -5 | 2.9 | 0
- O=C(NC[C@H]1N[C@H](CO)[C@H]1c1ccccc1)c1ccccc1F
  0 | 0.2 | 5 | 0.4 | -48 | 23* | -0.1 | -2
- Cc1ccccc1C(=O)N[C@@H](Cc1cccnc1)C(=O)N1CCC[C@H]1C(=O)NC1CCCC1
  x | 0.4 | -3 | -0.3 | -7 | -12 | -4.2 | 34
- COc1cc2cnc(-c3ccccc3)c(-c3ccc([N+](=O)[O-])cc3)c2cc1OC
  3 | 0.0 | -2 | -0.3 | -18 | 1 | 1.4 | 0
- CCC(=O)N(C)C[C@@H]1Oc2ncc(C#C[C@@H](C)O)cc2C(=O)N([C@@H](C)CO)C[C@@H]1C
  -2 | -0.9 | 0 | -0.3 | -6 | 6 | -1.0 | 38
- CCn1c(SCc2ccc(OC)cc2)nnc1-c1ccncc1
  -6 | x | 4 | x | -11 | x | 2.7 | 15
- CS(=O)(=O)N1Cc2cc(C(=O)NCC3CC3)nc(-c3cccc(-c4cccnc4)c3)c2[C@H]1CCO
  x | -0.1 | 3 | 3.1 | -14 | -3 | -1.1 | 5
- COC(=O)C1=CO[C@@H](O[C@@H]2O[C@H](CO)[C@@H](O)[C@H](O)[C@H]2O)C2C1CC(O)O[C@H]2C (some centres undefined)
  0 | 0.0 | 0 | -0.2 | -12 | 23* | -0.3 | 4
- O=C(Nc1nc(-c2cccs2)c(C(=O)C(F)(F)F)s1)c1ccco1
  x | 0.0 | 3 | x | -19 | -8 | 0.5 | 4
- COC(C[C@@H]1O[C@H]1[C@H](O)COCc1ccccc1)OC
  2 | 0.0 | 2 | 0.3 | 0 | u | -0.8 | 2
- COc1ccc(-c2oc3ccc(-c4ccc(OC)nc4)cc3c2C#CC2(O)CCCCC2)cc1
  -11 | 0.1 | -2 | -0.2 | -25 | -13 | -1.3 | 30
- O=C(Cc1cc(=O)[nH]c(=O)[nH]1)NCc1ccccc1
  -1 | 0.1 | 2 | 0.2 | 20 | 5 | -1.2 | 10
- COc1ccccc1S(=O)(=O)N[C@@H]1C=C[C@@H](CC(=O)N2CCOCC2)O[C@H]1CO
  -16 | 0.5 | 53* | 0.0 | 0 | -5 | 1.2 | 4
- COC(=O)C1=C(C)N(Cc2ccc(C(F)(F)F)cc2)C(=NCc2ccc(C(F)(F)F)cc2)NC1c1ccccc1 (centres undefined)
  x | -0.1 | 5 | -0.6 | 59* | -4 | 2.7 | x
- O=C(COC(=O)c1cc(Cl)ccc1O)NNC(=O)c1ccccc1F
  3 | 0.0 | 0 | 0.0 | 2 | 3 | 2.4 | x
- CCOc1ccc(NC(=O)CN(C)C(=O)c2ccc(C)o2)cc1OCC
  0 | 0.0 | 4 | x | 2 | 1 | -0.6 | 10
- C[C@@H]1CN([C@@H](C)CO)S(=O)(=O)c2ccc(C#CC3CCCC3)cc2O[C@H]1CN(C)S(C)(=O)=O
  0 | -0.9 | 2 | 0.9 | 27 | 6 | 2.5 | -11
- COc1cc(Br)c(CC(=O)NNC(=O)c2ccc(F)cc2)cc1OC
  1 | 0.1 | 0 | -0.1 | 2 | -6 | 0.1 | 2
- COc1ccc(C(C)NC(=O)C23CC4CC(CC(C4)C2)C3)cc1 (centres undefined)
  -1 | 0.5 | 2 | -0.1 | 1 | 6 | -3.2 | 5
- Cc1[nH]c(=O)[nH]c(=O)c1S(=O)(=O)Nc1ccc(F)c([N+](=O)[O-])c1
  -8 | -0.1 | 2 | 0.0 | -6 | -7 | 0.4 | -5
